High-throughput results (PubChem BioAssay)
sPLA2-III inh = human group III sPLA2 inhibitors, primary screen, biochemical, QFRET, BODIPY PC-A2 liposome substrate | inhibition, % at 12.2 µM | 370,000 tested, 0.56% active | Group 3 secretory phospholipase A2 (Homo sapiens), Q9NZ20 | QFRET BODIPY PC-A2 liposome hydrolysis, fluorescence;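 active = inhibition above mean plus 3 SD of compounds lying within the high and low control bounds, cut at about 19% in these data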;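 also: 0% = median of test compound wells and 100% = no enzyme DMSO wells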
proKLK7 act = proKLK7 zymogen activators, primary screen, biochemical, fluorescence intensity. Kallikrein-7 (Homo sapiens), P49862. purified proKLK7, EDANS-DABCYL substrate fluorescence; 100% is mature enzyme control, 0% vehicle. activation, % at 7 µM. 370,000 tested, 0.9% active. AID 652039, 2013;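 active = activation above the mean of all tested compounds plus 3 SD, computed per campaign excluding outliers beyond control limits, cut at about 13% in these data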
ARFGAP1 inh = inhibitors of rat ARFGAP1 GAP activity, primary screen, biochemical, fluorescence polarization, GDP tracer | ADP-ribosylation factor GTPase-activating protein 1 (Rattus norvegicus), Q62848 | Arfgap1-stimulated ARF1 GTP hydrolysis, GDP FP detection | inhibition, % at 16.5 µM | 360,000 tested, 0.26% active;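 active = inhibition above a per-plate limit, mean inhibition of low control wells plus 3 SD, cut at about 25% in these data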;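 also: 0% = DMSO wells with enzyme and 100% = wells lacking Arfgap1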
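Material – truncated rat Arfgap1 GAP domain · Buffer or medium – HEPES-based buffer, pH 7.5 · Reagent – human ARF1(Δ1-17)-GTP substrate · Dosing – 16.5 µM single point, 1.26% DMSO · Schedule – GTP hydrolysis reaction 2 h at 25 °C · Technique – GDP detection by fluorescence polarization · Benchmarks – No-Arfgap1 wells (100%) versus DMSO full-reaction wells (0%) · Repeats – single replicate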
rCAG binder = binders of r(CAG) RNA repeats, primary screen, biochemical, fluorescence. 370,000 tested, 1.3% active. inhibition, % at 3 µM. r(CAG) RNA repeat, TO-PRO-1 dye displacement fluorescence. AID 651821, 2012;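 active = inhibition above the plate cutoff, the mean of all test compounds on that plate plus 3 SD, cut at about 35% in these data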;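 also: 0% = DMSO alone and 100% = 100 µM mitoxantrone as full dye displacement; higher means more dye released from RNA so lower well fluorescence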
GC-A act = GC-A stimulated cGMP production enhancers – HEK293 GC-A cells, cGMP TR-FRET, EC30 ANP, primary screen; Atrial natriuretic peptide receptor 1 (Homo sapiens), P16066; 0% at EC30 ANP, 100% saturating ANP; activation, % at 10 µM; 370,000 tested, 0.14% active; AID 1671463, 2021; in the data active = activation above about 40%
Target sequence (P16066 whole entry, looked up): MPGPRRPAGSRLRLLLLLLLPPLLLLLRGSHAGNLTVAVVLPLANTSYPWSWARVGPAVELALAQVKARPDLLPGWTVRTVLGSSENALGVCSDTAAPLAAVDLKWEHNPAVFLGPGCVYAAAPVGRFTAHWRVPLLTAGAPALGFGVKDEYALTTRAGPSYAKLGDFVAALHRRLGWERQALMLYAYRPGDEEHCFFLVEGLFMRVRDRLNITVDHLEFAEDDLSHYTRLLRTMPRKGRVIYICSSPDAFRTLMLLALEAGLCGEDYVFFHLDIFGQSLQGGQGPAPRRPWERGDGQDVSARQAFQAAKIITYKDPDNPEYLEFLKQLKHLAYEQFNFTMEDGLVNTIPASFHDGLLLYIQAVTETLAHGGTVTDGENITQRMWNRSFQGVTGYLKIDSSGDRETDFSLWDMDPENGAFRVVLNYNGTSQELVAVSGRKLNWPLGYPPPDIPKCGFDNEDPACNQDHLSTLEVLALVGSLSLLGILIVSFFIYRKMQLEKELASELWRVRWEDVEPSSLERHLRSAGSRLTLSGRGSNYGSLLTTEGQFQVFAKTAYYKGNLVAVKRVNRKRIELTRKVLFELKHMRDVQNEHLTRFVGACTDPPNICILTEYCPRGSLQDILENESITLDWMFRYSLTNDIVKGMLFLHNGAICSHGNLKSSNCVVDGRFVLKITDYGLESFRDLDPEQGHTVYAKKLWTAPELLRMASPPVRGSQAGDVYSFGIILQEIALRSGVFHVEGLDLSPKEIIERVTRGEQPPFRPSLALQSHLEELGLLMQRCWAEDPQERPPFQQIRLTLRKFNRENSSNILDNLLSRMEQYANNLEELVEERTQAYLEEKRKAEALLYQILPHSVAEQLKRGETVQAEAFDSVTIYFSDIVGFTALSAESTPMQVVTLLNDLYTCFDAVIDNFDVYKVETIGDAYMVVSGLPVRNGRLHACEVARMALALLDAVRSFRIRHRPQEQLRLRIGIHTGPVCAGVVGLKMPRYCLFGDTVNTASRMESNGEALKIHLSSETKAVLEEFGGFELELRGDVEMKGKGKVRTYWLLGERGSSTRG
ADAM10 inh = human ADAM10 inhibitors, primary screen, biochemical, QFRET, HTS. Disintegrin and metalloproteinase domain-containing protein 10 (Homo sapiens), O14672. recombinant ADAM10, EDANS/DABCYL FRET peptide cleavage, 3 h. inhibition, % at 7 µM. 370,000 tested, 0.62% active. AID 720582, 2013;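 active = inhibition above a per-campaign cutoff equal to the mean of compounds falling between control-based bounds plus 3 SD, cut at about 20% in these data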;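 also: 0% = DMSO wells while the 100% control is not disclosed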
GC-B act = human GC-B receptor activators, primary screen, HEK293 GC-B cells, cGMP TR-FRET, EC30 CNP | Atrial natriuretic peptide receptor 2 (Homo sapiens), P20594 | 0% at EC30 CNP, 100% saturating CNP | activation, % at 10 µM | 370,000 tested, 0.11% active | AID 1920062, 2024;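 active = activation at 10 µM reaching about 35% in either raw or pattern-adjusted values, limit read from the data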
DDE Tn6 FP inh = inhibitors of Tn6 peptide binding to fibrin DD(E), primary screen, biochemical, fluorescence polarization, human fibrin, Tn6 probe; Fibrinogen beta chain (Homo sapiens), P02675; Fibrin DD(E) TRITC-Tn6 fluorescence polarization displacement; inhibition, % at 8.3 µM; 370,000 tested, 0.21% active;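 active = inhibition above a per-campaign cutoff: mean of compounds within control limits plus 3 SD, cut at about 15% in these data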;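 also: 0% = median of all compound wells on the plate and 100% = blocking peptide control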
ASAP1 inh = inhibitors of human ASAP1 ArfGAP activity, primary screen, biochemical, fluorescence polarization; ASAP1-stimulated ARF1 GTP hydrolysis, GDP FP detection; AID 624377, 2012; 360,000 tested, 0.19% active; inhibition, % at 16.5 µM; in the data active = inhibition above about 25%;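 also: 0% = vehicle with enzyme and substrate and 100% = no enzyme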
FXN GAA850 act = FXN promoter activators, primary screen, cell-based, luciferase luminescence, HEK293 lucGAA850 | HEK293 lucGAA850 FXN promoter luciferase reporter, 24 h; percent of 10 µM SAHA response | activation, % at 6 µM | 360,000 tested, 0.56% active;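 active = activation above the average of all compounds screened plus 3 SD, cutoff fixed separately per campaign, cut at about 7.5% in these data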;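 also: 0% = DMSO wells and 100% = 10 µM SAHA wells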
* hit, by the source's call; . = no result given.

SMILES	sPLA2-III inh	proKLK7 act	ARFGAP1 inh	rCAG binder	GC-A act	ADAM10 inh	GC-B act	DDE Tn6 FP inh	ASAP1 inh	FXN GAA850 act
COC(=O)[C@@]1(Cc2ccc(F)cc2)[C@H]2c3cc(C(=O)N4CCCC4)n(Cc4ccc(C(F)(F)F)nc4)c3C[C@H]2CN1C(=O)c1ccccc1	-14	0.7	8	1	0	7	-1	4	3	.
Cc1ccccc1CC(=O)N1CCN(S(=O)(=O)c2ccc(Cl)s2)CC1	-4	0.6	6	0	-3	-17	3	3	-12	0.0
CC(C)(C)c1csc(NC(=O)Nc2ccccc2)n1	-15	0.4	0	18	3	8	2	-2	5	5.9
O=C(CN1CCCCCC1)Nc1ccc(Br)cc1	-5	0.9	-5	-2	2	-1	-1	-1	4	3.9
CCOc1ccc(CCNC(=O)COC(=O)c2cc([N+](=O)[O-])ccc2N2CCOCC2)cc1OCC	-2	-0.1	10	-5	3	-1	-1	6	14	0.3
CCOC(=O)C1CCCN(C2=NC(=O)/C(=C/c3ccc(OC)cc3)S2)C1 (stereo not given)	-3	0.6	3	-5	-2	-6	-4	-5	13	1.0
Cc1ccc(C2N(c3ccccc3)C(=O)N3CCCN23)cc1 (stereo not given)	6	-0.8	10	-5	-1	6	-1	-4	3	0.5
Cc1sc2ccccc2[n+]1CC(=O)O	3	0.2	-6	2	0	-2	-1	2	-2	-0.1
Cc1cc2oc(=O)cc(CN3CCc4ccccc43)c2cc1Cl	-1	0.2	-3	15	-5	0	-7	12	-1	2.7
CCOc1ccc(S(=O)(=O)NCCN2CCOCC2)c2ccccc12	-11	0.0	-4	1	-1	6	3	0	-20	-0.4
COCCCNS(=O)(=O)c1ccc(Oc2ncc(C(F)(F)F)cc2Cl)cc1	-17	-0.1	-15	-5	2	4	-4	-6	0	-0.3
COc1ccc(Cl)cc1NC(=O)CCN1CCOCC1	0	-0.1	3	-1	1	2	1	4	-10	0.2
CCN1C(=O)C(O)(CC(=O)c2cc(C)ccc2C)c2ccccc21 (stereo not given)	0	-0.4	2	-3	-2	-3	-1	-5	0	0.0
CN(C)c1ccc(CNc2ccc3c(c2)ncn3C)cc1	5	0.6	23	-1	-3	-3	-3	5	-1	.
O=C(NCc1ccccn1)C1CCN(S(=O)(=O)c2cccs2)CC1	0	-0.3	2	0	0	-3	-3	6	5	0.8
Cc1ccc2c(c1)-c1c(cnn1CC(=O)N1CCCN(Cc3ccccc3F)C1)CO2	5	0.1	14	-1	-18	-10	-8	1	-5	-2.0
COc1cc(C2/C(=C(/O)c3ccc(F)cc3)C(=O)C(=O)N2CCCC(=O)O)ccc1O (stereo not given)	3	0.4	9	3	2	4	8	-2	4	-1.6
O=C(O)c1cccc(N2C(=O)CSC2c2c(F)cccc2Cl)c1 (stereo not given)	1	-0.1	7	3	1	4	2	-3	-4	0.6
N/C(=N\OC(=O)CSc1ccccc1)c1ccncc1	-3	0.9	6	-3	3	0	0	1	11	4.3
COc1cc(/C=C/C(=O)OCC(=O)Nc2ccc3c(c2)OCCO3)ccc1OCC#N	-6	38*	23	-1	-4	-253	1	4	12	-2.0
O=C(O)c1cn(C2CCCCC2)c2ccccc2c1=O	1	0.6	7	-1	-4	-2	4	3	-8	1.2
Cc1cc(NS(=O)(=O)c2ccc(C(C)C)cc2)no1	6	0.0	4	0	2	-9	6	2	13	0.7
O=C(O)c1cccnc1SCC(=O)C12CC3CC(CC(C3)C1)C2	-16	-0.1	-7	17	1	-4	2	-1	-7	1.0
CC1(C)OC(=O)C(=CNC(CCC(N)=O)C(=O)O)C(=O)O1 (stereo not given)	2	-0.3	8	0	-1	-1	5	-1	-7	-1.1
CC(=O)N1CCC(C(=O)N2c3ccccc3N=C(c3ccc(C(F)(F)F)cc3)C2C(=O)NC(C)(C)C)CC1 (stereo not given)	-2	32*	-3	-3	4	-57	1	12	0	.
SMILES	sPLA2-III inh	proKLK7 act	ARFGAP1 inh	rCAG binder	GC-A act	ADAM10 inh	GC-B act	DDE Tn6 FP inh	ASAP1 inh	FXN GAA850 act
Cc1ccc(S(=O)(=O)N(C)CC(=O)Nc2nc3ccccc3s2)cc1	-31	-0.1	7	2	13	4	0	-2	16	1.5
COc1ccc2c3c([nH]c2c1)C1CC2C(CC(O)C(OC)C2C(=O)O)CN1CC3 (stereo not given)	4	-3.2	-4	-1	2	-171	0	-10	1	3.0
CCOC(=O)N1CCN(C(=O)C2CCN(C(=O)c3ccc([N+](=O)[O-])cc3)CC2)CC1	3	-0.8	7	-6	4	-8	2	10	1	1.3
O=[n+]1c2c(n([O-])c3cc(F)ccc31)CCCC2	4	0.1	-4	3	-2	-13	-4	-13	-1	-0.5
CCC(=O)c1ccc(OCC(=O)NCCc2ccccn2)cc1	1	0.3	3	-1	-1	-3	6	-4	8	1.3
O=C(NCc1ccc(Cl)cc1)C1CCN(S(=O)(=O)c2ccc(F)cc2)CC1	2	0.2	-10	-1	-1	10	-1	0	24	1.4
O=C(NNC1=NCCCCC1)c1cccc([N+](=O)[O-])c1	4	0.0	9	-1	0	4	3	-1	0	0.1
C=CCn1c(=S)[nH]c2nc3c(cc2c1=O)CCCC3	23*	0.0	-4	13	-1	-12	-1	-1	2	6.7
COc1ccc(CCNC(=O)CCNC(=O)c2ccc(Cl)cc2)cc1OC	12	-0.1	14	4	0	-4	1	-12	13	2.2
COc1ccc(C(=O)NCC2(c3ccccc3)CCOCC2)cc1	0	0.2	-11	-4	-1	0	2	9	4	2.0
Cc1sc2ncn(-c3ccccc3)c(=O)c2c1C	0	-0.9	15	-4	-3	0	-2	-4	1	2.4
CCNC(=S)N1CCN=C1Nc1nc(C)cc(C)n1	3	-0.5	0	-3	-10	3	-5	1	-1	0.5
CCO[C@@H]1OC(C(=O)O)=C[C@H](C2CCCCC2)[C@H]1CCCO	6	-0.3	0	5	-3	2	-6	6	-2	-1.1
CC(=O)Cn1cnc2sc(-c3ccccc3)cc2c1=O	-12	0.0	10	3	-4	-13	-5	-2	14	2.2
COc1ccc(C(=O)NCCN2C(=O)S/C(=C\c3cccnc3)C2=O)cc1[N+](=O)[O-]	0	-0.5	10	1	-4	3	-3	1	4	5.2
COc1ccc(OC)c(C2CC(=O)N3CN(c4ccc(C)c(Cl)c4)CSC3=C2C#N)c1 (stereo not given)	10	-0.3	8	10	0	-15	1	-3	20	-0.4
CC(=O)Nc1ccc(NC(=O)C(C)OC(=O)CCCOc2ccc(Cl)cc2C)cc1 (stereo not given)	-25	-0.3	8	-5	2	12	-1	2	12	-1.2
CCCCOc1ccc(C(=O)NN2CCOCC2)cc1	-7	0.1	-1	-4	3	-5	-3	4	6	2.1
CCN1C(=O)C(=O)N(CC(=O)Nc2ccccc2OC(F)F)C1=O	2	0.4	2	5	-1	1	6	4	-3	-0.8
Cc1cc(=O)c(C(=O)Nc2cccc(N3CCCC3=O)c2)nn1-c1ccccc1F	12	0.2	-5	-4	-3	-8	1	-4	-9	2.3
COCC(=O)Nc1cccc(C(F)(F)F)c1	1	0.2	-5	0	0	-4	4	8	-1	1.0
COc1cc(C2(C)SCCCS2)cc(OC)c1OC	5	0.0	16	2	0	0	1	2	-5	.
COc1ccc(C(=O)CSc2nc(C)cc(C)n2)cc1[N+](=O)[O-]	-37	1.5	-4	-5	-3	-3	1	3	2	1.1
CC(=O)Nc1ccc(S(=O)(=O)N2CCCCC2C(=O)O)cc1 (stereo not given)	-2	-0.2	11	-1	7	2	1	0	4	1.2
Cc1ccc(S(=O)(=O)n2nc(C)cc2C)cc1	5	-0.4	8	0	-2	-1	3	7	-13	-2.5
SMILES	sPLA2-III inh	proKLK7 act	ARFGAP1 inh	rCAG binder	GC-A act	ADAM10 inh	GC-B act	DDE Tn6 FP inh	ASAP1 inh	FXN GAA850 act
COc1cc(CCCN2C(=O)C(=O)NC[C@@H]2C(C)O)cc(OC)c1OC (stereo not given in full)	8	0.5	0	1	3	3	6	-1	-6	0.8
O=C(CSC1=NS(=O)(=O)c2cc(Cl)ccc2N1)NCCc1ccccc1	-22	0.2	-4	26	2	0	-2	3	-4	0.6
Cc1ccc(S(=O)(=O)Nc2ccccc2-c2ccccc2)cc1	-19	0.1	-4	3	-12	10	-6	-5	4	-1.2
CC(C)(C)OC(=O)C[C@H]1C/C=C\C[C@H](CC(=O)N(CCO)Cc2ccccc2)C(=O)NCCOC1=O	2	-0.2	-8	-9	1	2	9	6	4	-0.1
COc1ccc(CNS(=O)(=O)c2cccc(S(=O)(=O)N3CCOCC3)c2)cc1	0	-0.3	-4	-2	-3	-4	-1	-2	7	0.2
CC(=O)Nc1ccc(OCC(=O)c2cc(C)ccc2C)cc1	-6	0.8	-7	5	2	7	2	0	2	2.9
CNc1nc(N/N=C/c2ccc([N+](=O)[O-])cc2)nc(Nc2ccccc2)n1	-4	-0.2	2	13	1	8	-5	-11	2	-1.0
COc1cccc(C(=O)NCc2ccc(N3CCN(C(=O)OC(C)(C)C)CC3)cc2)c1	-3	0.7	6	-5	0	5	8	-8	14	-1.3
COC(C(=O)NC1CCCCCCC1)c1ccccc1 (stereo not given)	2	0.0	3	-4	2	-3	3	4	-5	-1.9
c1cncc(-c2cn(C[C@H]3CC[C@H](Cn4cc(-c5cccnc5)nn4)O3)nn2)c1	7	-0.1	12	-1	3	-12	-2	3	12	-0.3
CC(=O)c1c(C)[nH]c(C(=O)COC(=O)COc2ccccc2)c1C	3	0.2	-8	1	-1	-4	-2	-7	-5	0.2
CCOc1ccc(S(=O)(=O)N(CC)CC(=O)NCc2cccnc2)cc1C	1	0.2	9	-6	3	4	0	6	2	-0.1
COc1cc2c(cc1OC)CN(c1nc(CN3CCOCC3)nc3sc4c(c13)CCCC4)CC2	-12	0.7	5	4	-1	0	-6	-5	10	1.3
COc1ccc(S(=O)(=O)N2CCOC2CNC(=O)C(=O)NCC(C)C)cc1OC (stereo not given)	0	0.8	4	-1	-1	2	-1	4	-10	2.5
O=C(CSc1nc2ccccc2c(=O)n1CCC(=O)N1CCCCC1)NCc1ccccc1	1	0.0	9	-4	-3	2	-2	-6	-10	-1.5
COc1cc(C=O)ccc1Oc1nc(Nc2ccc(F)cc2F)nc(N2CCOCC2)n1	0	0.0	-8	-1	-4	1	-3	0	0	-0.5
S=C1NC[C@H](Cc2ccccc2)N1CC1CCN(CCCCc2ccccc2)CC1	-12	0.0	9	0	0	-13	-1	0	-6	-1.4
